Myeloid diff MLP: compounds promoting myeloid differentiation; ER-HoxA9 myeloid progenitors, lysozyme-GFP differentiation, flow cytometry; calls only at 10 µM; 360,000 tested, 1% active;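 active = normalized GFP-positive differentiation at or above the plate's own cutoff, the solvent-only control mean plus 3 SD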;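 also: cells exposed to compound for four days before flow analysis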
Myeloid diff MLP GFP+ MAC1+ %: also measured in Myeloid diff MLP; calls as there; GFP+ MAC1+ double positive, %; measured here: differentiation confirmed by MAC1 staining
Active calls of the source: *; i = inactive; + = active, no number.

SMILES | Myeloid diff MLP | Myeloid diff MLP GFP+ MAC1+ %
CCCN(CC(=O)Nc1ccccc1OC)C(=O)CSc1ccc(Br)cc1C | i | 1.0
CC(C)(C)OC(=O)N1CCN(C(=O)c2ncn3c2c(=O)[nH]c2ccccc23)CC1 | i | 0.2
CCc1noc(C)c1C(=O)N1CCN(S(=O)(=O)c2cccs2)CC1 | i | 0.7
CC(C)COc1cccc(C(=O)N2CCN(C(=O)c3ccco3)CC2)c1 | i | 1.0
CCN(C(=O)CSc1nnc(C)n1-c1ccc(C)cc1)c1c(N)n(Cc2ccccc2)c(=O)[nH]c1=O | i | 1.3
CCCC(=O)Nc1ccc(S(=O)(=O)Nc2nccs2)cc1 | i | 1.1
COc1ccccc1C1OCC(C)(C)CO1 | i | 0.7
Cc1ccc(NC(=O)C2CCCN2C(=O)c2cccs2)cc1C (stereo not given) | i | 0.1
COc1ccc(C(CNC(=O)c2ccc(OCc3cscn3)cc2)N2CCCC2)cc1 (stereo not given) | i | 0.6
Cc1cc(C)cc(NC(=O)C(=O)NCCCN2CCCC2=O)c1 | i | 0.8

Next part, starting with the last 3 of the part before.
SMILES | Myeloid diff MLP | Myeloid diff MLP GFP+ MAC1+ %
Cc1ccc(NC(=O)C2CCCN2C(=O)c2cccs2)cc1C (stereo not given) | i | 0.1
COc1ccc(C(CNC(=O)c2ccc(OCc3cscn3)cc2)N2CCCC2)cc1 (stereo not given) | i | 0.6
Cc1cc(C)cc(NC(=O)C(=O)NCCCN2CCCC2=O)c1 | i | 0.8
Cc1ccc(S(=O)(=O)Cn2nnnc2C(C(C)C)N2CCN(C(=O)c3ccco3)CC2)cc1 (stereo not given) | i | 0.0
Cc1cn([C@H]2C[C@H](O)[C@@H](COS(=O)(=O)O)O2)c(=O)[nH]c1=O | i | 1.7
CC(C)C[C@@H](CN1C(N)=NC[C@@H]1C)NC(=O)CC12CC3CC(CC(C3)C1)C2 | i | 1.4
O=C(O)c1ccccn1 | i | 1.5
CC(=O)Nc1ccc(CNc2nc(NCc3cccs3)nc3ccsc23)cc1 | i | 0.9
CCOc1ccc(NS(=O)(=O)c2cc(NC(=O)CCNC(=O)c3ccco3)ccc2OC)cc1 | i | 1.3
O=C(COC(=O)c1ccc(Cl)c(S(=O)(=O)N2CCCCC2)c1)NCC1CCCCC1 | i | 0.9
CCN(CC(=O)Nc1ccc(S(=O)(=O)N2CCCC2)cc1)Cc1ccccc1 | i | 0.3
Cc1ccc(-c2cc(-c3ccccc3)no2)cc1 | i | 0.4
C[C@H]1CN([C@@H](C)CO)C(=O)CCCn2cc(nn2)CO[C@@H]1CN(C)C(=O)Oc1ccccc1 | i | 0.9

Gathered by group: those above containing an NH in an aromatic ring
SMILES | Myeloid diff MLP | Myeloid diff MLP GFP+ MAC1+ %
CC(C)(C)OC(=O)N1CCN(C(=O)c2ncn3c2c(=O)[nH]c2ccccc23)CC1 | i | 0.2
CCN(C(=O)CSc1nnc(C)n1-c1ccc(C)cc1)c1c(N)n(Cc2ccccc2)c(=O)[nH]c1=O | i | 1.3
Cc1cn([C@H]2C[C@H](O)[C@@H](COS(=O)(=O)O)O2)c(=O)[nH]c1=O | i | 1.7

Later entries.
SMILES | Myeloid diff MLP | Myeloid diff MLP GFP+ MAC1+ %
OC(c1ccc(F)cc1)c1nc(-c2ccccc2)cs1 (stereo not given) | i | 1.4
O=C(c1cc(Br)c(Br)s1)N1CCOCC1 | i | 1.0
O=[N+]([O-])c1ccc(Cl)c(CN2CCN(c3ncc(Cc4ccccc4)cn3)CC2)c1 | i | 2.4
CC(C)NC(=O)C1(C)Cc2c(-c3cccc(C(F)(F)F)c3)ccnc2O1 (stereo not given) | i | 0.3
CCCN(CC(=O)Nc1ccc(F)c(F)c1F)C(=O)c1ccc2c(=O)n3c(nc2c1)CCC3 | i | 0.4
CC(=O)Nc1ccc(S(=O)(=O)N(CC(=O)NC2CC2)Cc2ccccc2)cc1 | i | 0.5
COCCN(C(=O)COC(=O)/C=C/c1cccc(OC)c1)c1c(N)n(CC(C)C)c(=O)[nH]c1=O | i | 0.1
CCN(C(=O)CN1CCN(C)CC1)c1c(N)n(Cc2ccccc2)c(=O)[nH]c1=O | i | 0.6
COc1cccc(-c2cnc3c(NC(C)=O)cc(-c4ccc(C(=O)N5CCOCC5)cc4)cn23)c1 | i | 2.8
CC(C)(C)OC(=O)NCc1ccc(NC(=O)c2nc[nH]c2C(=O)NCCN(CCNC(=O)c2[nH]cnc2C(=O)Nc2ccc(CNC(=O)OC(C)(C)C)cc2)CCNC(=O)c2[nH]cnc2C(=O)Nc2ccc(CNC(=O)OC(C)(C)C)cc2)cc1 | i | 1.9
Cc1cc(=O)[nH]c(NNC(=O)c2ccc(Cl)cc2)n1 | i | 0.4
Cc1cc(C(=O)OCC(=O)Nc2ccccc2C)c(C)o1 | i | 0.9
CCCS(=O)(=O)NC(=O)C1(C)CCN(C(=O)c2ccc(C#N)cc2)C1 (stereo not given) | i | 0.4
COc1ccc(-c2ccc(C(=O)Nc3cccc(NS(C)(=O)=O)c3)c3occc23)c(C)c1 | i | 1.2
Cc1ccc(C(C)C)cc1OCC(=O)NC1CCCCCCC1 | i | 1.0
Cc1ccc(S(=O)(=O)N(C)CC(=O)Oc2ccc(-c3nnco3)cc2)cc1 | i | 0.8
O=C(CC1OC(=O)c2ccccc21)Nc1cc(Cl)ccc1N1CCCC1 (stereo not given) | i | 0.6
COC(=O)c1cccc(NC(=O)c2cccc(-n3cnnn3)c2)c1 | i | 0.5
Cc1cc(C)n2nc(C(=O)OCC(=O)Nc3ccc(C)c(F)c3)nc2n1 | i | 2.4
O=C(Nc1ccc2c(c1)OCO2)c1ccc(CO)cc1 | i | 0.2
CCN1C(=O)[C@H]2[C@@H](c3ccc(-c4ccc(F)cc4)c(OC)c3)N[C@@](Cc3ccccc3)(C(=O)OC)[C@H]2C1=O | i | 2.1
CCCCCNC(=O)C(CCc1ccccc1)n1c(=O)c(-c2ccccc2)nc2ccccc21 (stereo not given) | i | 3.0
Cc1ccc(S(=O)(=O)N(C)C)cc1NC(=O)COC(=O)COc1ccc2c(C)cc(=O)oc2c1 | i | 1.3
O=C(Nc1cc(Cl)ccc1-n1cncn1)c1cn2ccccc2n1 | i | 1.9
COc1cc(C(=O)NCC(=O)Nc2c(C)cccc2C)ccc1OCc1ccccc1 | i | 0.7
CC1(Cc2cc(Cl)ccc2C(F)(F)F)C(=O)Nc2cc(-c3ccccc3Cl)ccc21 (stereo not given) | i | 1.3
COC(=O)[C@]12CCCCC=C1N(Cc1ccc(Cl)cc1Cl)C(=O)[C@H](CC(=O)N1CCOCC1)C2 | i | 0.8
CCn1c(SCC(=O)Nc2ccc(OC)c(S(=O)(=O)N3CCCCC3)c2)nnc1C1CC1 | i | 1.1
OCc1cccc(-c2cnc3c(Nc4cccc(OC(F)(F)C(F)F)c4)nccn23)c1 | i | 1.4
Cc1cccc(NC(=O)C2CCCN2C(=O)OCc2ccccc2)c1 (stereo not given) | i | 0.8
O=C1c2ccccc2NC(c2ccccc2)N1Cc1ccccc1 (stereo not given) | i | 0.5
CCc1cc(C(=O)Nc2cc(S(=O)(=O)N(CC)CC)ccc2N2CCN(C)CC2)sc1C | i | 0.5
CC(=O)Nc1cccc(-c2ccnc3c2CC(C(=O)NCc2ccc(N4CCN(C)CC4)cc2)O3)c1 (stereo not given) | i | 0.6
O=C1Nc2cc(C(=O)NCCN3CCCCCC3)ccc2S/C1=C/c1ccccc1F | i | 1.1
O=C(Nc1cccc2ccccc12)NC1CC1 | i | 0.9
CCCCn1c(N)c(N(CCOC)C(=O)COC(=O)CCOc2ccccc2C)c(=O)[nH]c1=O | i | 0.2
C1CCc2c(c(N3CCOCC3)nc3sc4c(N5CCOCC5)nnnc4c23)C1 | i | 0.3
CC1CCN(c2ccc3c(c2)S(=O)(=O)c2cccc(C(=O)NCc4ccc(F)cc4)c2C3=O)CC1 | i | 1.8
CCN(c1ccccc1)S(=O)(=O)c1ccc(C(=O)Nc2c(C)n(C)n(-c3ccccc3)c2=O)cc1 | i | 0.9
O=C(NCc1nnnn1-c1cccc(F)c1)c1ccc(S(=O)(=O)N2CCOCC2)cc1 | i | 1.2
O=S1(=O)N[C@H](Cc2ccccc2)COc2cccc(N3CCSCC3)c21 | i | 0.9
Cc1ccc(CN(C)C(=O)c2ccc(S(=O)(=O)N(C)c3ccccc3)cc2)o1 | i | 1.3
O=C(Cn1cnc2c(OCc3ccccc3)ncnc21)NCCCc1ccccc1 | i | 0.7
Cc1ccc(S(=O)(=O)NCCC(=O)N2CCN(C/C=C/c3ccccc3)CC2)cc1 | i | 0.2
Cc1cc(C(=O)COC(=O)c2ccc(NC(=O)CC#N)cc2)c(C)n1-c1ccc(OC(F)F)cc1 | i | 1.0
Cc1ccc(C(C)C)c(OCC(=O)NNC(=O)Nc2ccccc2)c1 | i | 0.4
CC(=O)Nc1cccc(C(=O)OCC(=O)NNC(=O)c2ccc([N+](=O)[O-])cc2)c1 | i | 0.5
CN(Cc1ccccc1)C(=O)c1ccc2nc([C@@H]3O[C@H](CO)[C@H](O)[C@H](O)[C@H]3O)[nH]c2c1 | i | 1.5
CCCNC(=O)c1cc2c(c(-c3cccc(-c4ccc(F)cc4)c3)n1)[C@@H](CCO)N(S(=O)C(C)(C)C)C2 (stereo not given in full) | i | 1.4
COCCN1C(=O)c2ccccc2C1c1nnnn1-c1ccc2c(c1)OCCO2 (stereo not given) | i | 1.0

Continued:
SMILES | Myeloid diff MLP | Myeloid diff MLP GFP+ MAC1+ %
CCOC(=O)C1=C(COC(=O)c2cc(OC)c(OC)cc2[N+](=O)[O-])NC(=O)NC1C (stereo not given) | i | 1.1
CCCC(=O)NC(Nc1ccc(S(=O)(=O)Nc2cc(C)on2)cc1)(C(F)(F)F)C(F)(F)F | i | 1.4
NC(=O)c1nc(C(=O)N2CCCCC2)c2ccccc2n1 | i | 0.9
Cc1cccc(C)c1NC(=O)CN(C)C(=O)C1CC(=O)N(c2cccc3ccccc23)C1 (stereo not given) | i | 0.7
COc1ccc(NC(=O)c2cc([N+](=O)[O-])ccc2N2CCCCC2)cc1OC | i | 1.5
Oc1cc(Nc2ccncc2)cc2cccnc12 | i | 1.2
N#CCCN(C(=O)COC(=O)Cc1c[nH]c2ccccc12)c1ccccc1 | i | 0.4
O=c1ccn([C@@H]2O[C@H](CNCc3cccn3-c3ccncc3)[C@@H](O)[C@H]2O)c(=O)[nH]1 | i | 1.5
Cc1ccc(NC(=O)CSCC(=O)Nc2ccccc2C(=O)N2CCCCC2)cc1 | i | 0.4
Cc1cccc(NC(=O)CNC(=O)c2cccs2)n1 | i | 2.1

In another format: entries from further up
Under each structure: Myeloid diff MLP | Myeloid diff MLP GFP+ MAC1+ %
> COc1ccc(NC(=O)c2cc([N+](=O)[O-])ccc2N2CCCCC2)cc1OC
→ i | 1.5
> Oc1cc(Nc2ccncc2)cc2cccnc12
→ i | 1.2
> N#CCCN(C(=O)COC(=O)Cc1c[nH]c2ccccc12)c1ccccc1
→ i | 0.4
> O=c1ccn([C@@H]2O[C@H](CNCc3cccn3-c3ccncc3)[C@@H](O)[C@H]2O)c(=O)[nH]1
→ i | 1.5
> Cc1ccc(NC(=O)CSCC(=O)Nc2ccccc2C(=O)N2CCCCC2)cc1
→ i | 0.4
> Cc1cccc(NC(=O)CNC(=O)c2cccs2)n1
→ i | 2.1

Next section:
SMILES | Myeloid diff MLP | Myeloid diff MLP GFP+ MAC1+ %
O=C(CSCC(=O)NN=Cc1ccccc1)NN=Cc1ccccc1 | i | 0.2
CC(C)Oc1ccc(S(=O)(=O)N2CCOCC2)cc1NC(=O)C(C)Oc1ccc(F)cc1 (stereo not given) | i | 0.7
NC(Cc1ccc(C(F)(F)F)cc1)c1csc(Nc2cnccn2)n1 (stereo not given) | i | 1.2
COc1ccc(NC(=O)COC(=O)C2CC2)c(OC)c1 | i | 0.5
CCOC(=O)c1cc2c(c(-c3cccc(C#Cc4ccc(OC)c(OC)c4)c3)n1)[C@@H](CCO)N(S(=O)C(C)(C)C)C2 (stereo not given in full) | i | 0.2
CCN(CC)c1ccc(C(=O)NNC(=O)CNC(=O)c2cccs2)cc1 | i | 0.0
OC(c1ccccc1)(c1ccccc1)C1CCN(CCCOc2ccc3c(c2)CCCC3)CC1 | + | 5.7*
COC(C[C@@H]1O[C@H]1C(=O)COCc1ccccc1)OC | i | 0.5
COc1ccc(CN2C(=O)C(CC(=O)NC3CCCC3)CC(C(=O)N3CCOCC3)=C2C)cc1 (stereo not given) | i | 0.7
CC(OC(=O)c1cccnc1Cl)C(=O)NCc1ccccc1 (stereo not given) | i | 0.8
COc1ccc(CNC(=O)CNC(=O)c2sc3ccccc3c2Cl)cc1OC | i | 1.2
O=C(c1ccc(C(F)(F)F)cc1)N(CCCn1ccnc1)C(c1ccccn1)c1nc2ccccc2[nH]1 (stereo not given) | i | 0.5
Nc1ccn([C@@H]2O[C@H](C(=O)N3CCCN(Cc4cccs4)CC3)[C@@H](O)[C@H]2O)c(=O)n1 | i | 1.0
CCN(C(=O)CSc1nc(C)nc2sc3c(c12)CCC3)C1CCS(=O)(=O)C1 (stereo not given) | i | 0.9
CC1(C(=O)NS(=O)(=O)c2ccc(F)cc2F)CCN1C(=O)Cc1ccccc1 (stereo not given) | i | 0.2
C1CCN2CC3CC(CN4CCCC[C@@H]34)[C@H]2C1 | i | 2.0
COc1cccc(NC(=O)c2cnc(NS(=O)(=O)c3ccccc3)nc2)c1 | i | 0.8
Cc1c(C(=O)OCC(=O)N2CCC(C)CC2)oc2ccccc12 | i | 0.7
Nc1nc(N)c2c(n1)CN(Cc1ccc(Cl)cc1)C2 | i | 7.5
COc1cccc(C(C)(O)c2nc(-c3ccoc3)cs2)c1 (stereo not given) | i | 0.8
C[C@@H]1CN([C@@H](C)CO)S(=O)(=O)c2ccc(C#Cc3cccc(F)c3)cc2O[C@@H]1CN(C)CC1CC1 | i | 1.0
CCCS(=O)(=O)NC(=O)C1(C)CCN(C(=O)c2ccccc2Br)C1 (stereo not given) | i | 1.3
COc1cc(CN2C[C@@H](CO)O[C@@H](n3cnc4c(Nc5ccccc5)ncnc43)C2)cc(OC)c1OC | i | 1.1
COCc1ccccc1C1=CC(=O)C[C@H](c2ccc(F)cc2)C1 | i | 0.9
O=C(NCc1cccnc1)C1CCN(S(=O)(=O)c2cccc(C(F)(F)F)c2)CC1 | i | 0.7

Screening data: PubChem, NMMLSC

The list is partial (hit frequency here may not be typical).
